Screening data: PubChem BioAssay, National Center for Advancing Translational Sciences (NCATS)
Pin1 inhibitor = inhibitors of human Pin1; AID 504891; Potency, µM (titrated, usually from 115 µM), without a hit: top-dose activity, negative = inhibition, most hits filed as inhibitors; Pin1 FP peptide displacement, HiFluor488, 10 min; 390,000 tested, 0.009% active; Q13526; active = well fitted inhibition curve with a large enough effect in the polarisation, with a control signal flat, not every such curve was filed as active; inconclusive = small, poorly fitted or top-dose-only effect, or effect the other way, or a change in a side signal; inactive = no such curve, though single readings can be large or run the other way; the % refers to the polarisation; also: % is scaled to controls: 0 for no effect and ±100 for the full control effect
ALOX12 inh = ALOX12 (human) lipoxygenase inhibition. purified 12hLO, xylenol orange hydroperoxide absorbance. Potency, µM (highest dose often 108 µM), inactives show at the top dose activity change, negative = inhibition, usual class: inhibitors. 580,000 tested, 1.1% active. AID 1671190; also: % is scaled to controls: 0 for no effect and ±100 for the full control effect
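Hydroperoxide product was detected by ferrous iron/xylenol orange as the 573 to 405 nm absorbance ratio. Arachidonic acid at 40 uM (final) was turned over for 30 min at room temperature by 150 nM human 12hLO, pH 7.0 Hepes buffer, after 15 min compound preincubation.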
PGK inhibitor = blocks T. brucei phosphoglycerate kinase; P07378; PGK/GAPDH coupled, Kinase-Glo luminescence, 60 min; Potency, µM (series often up to 57.5 µM), for inactives: at the highest dose activity change, negative = inhibition, hits mostly inhibitors; 380,000 tested, 0.043% active; also: % is scaled to controls: 0 for no effect and ±100 for the full control effect; nearly all actives have a fitted effect of over 60% in size
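Luminescent ATP detection (Kinase-Glo Plus) follows a 60-minute room-temperature incubation, with wells lacking PGK as controls. Buffer: 100 mM TEA (pH 7.6), 5 mM MgCl2, 0.01% Tween-20. Coupling enzyme GAPDH (100 nM final) supplies unstable 1,3-BPG in-well.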
HP1b chromo inh = HP1-beta chromodomain-methylated histone interaction inhibition | P83916 | 390,000 tested, 0.56% active | Potency, µM (titrated, usually from 114 µM), inactives show at the highest dose activity change, negative = inhibition, most hits filed as inhibitors | AlphaScreen HP1-beta / biotin-H3K9me3 peptide binding | AID 540317; also: nearly all actives have a fitted effect of over 70% in size; inactives centre near 23
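AlphaScreen: HP1-beta (50 nM) preformed 30 min with biotin-H3(1-18)K9me3 peptide (50 nM) in PBS pH 7.4, 0.01% Tween-20. Compound added for 30 min at RT, then streptavidin donor/nickel chelate acceptor beads (10 ug/mL) for 30 min.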
JMJD2A Tudor = blocks the human JMJD2A Tudor domain; O75164; AlphaScreen JMJD2A-Tudor / H3K4me3 peptide binding; Potency, µM (doses to about 114 µM), without a hit: at the highest dose activity change, negative = inhibition, actives largely listed as inhibitors; 390,000 tested, 4.4% active; also: % is scaled to controls: 0 for no effect and ±100 for the full control effect; nearly all actives have a fitted effect of over 50% in size
GLS inh = glutaminase GLS (human) inhibition; O94925; GLS enzymatic activity, qHTS titration; Potency, µM (titrated, usually from 45.5 µM), inactives show top-dose activity change, negative = inhibition, actives largely listed as inhibitors; 410,000 tested, 0.21% active; AID 624170; also: % is scaled to controls: 0 for no effect and ±100 for the full control effect
Target sequence (O94925 whole entry, looked up): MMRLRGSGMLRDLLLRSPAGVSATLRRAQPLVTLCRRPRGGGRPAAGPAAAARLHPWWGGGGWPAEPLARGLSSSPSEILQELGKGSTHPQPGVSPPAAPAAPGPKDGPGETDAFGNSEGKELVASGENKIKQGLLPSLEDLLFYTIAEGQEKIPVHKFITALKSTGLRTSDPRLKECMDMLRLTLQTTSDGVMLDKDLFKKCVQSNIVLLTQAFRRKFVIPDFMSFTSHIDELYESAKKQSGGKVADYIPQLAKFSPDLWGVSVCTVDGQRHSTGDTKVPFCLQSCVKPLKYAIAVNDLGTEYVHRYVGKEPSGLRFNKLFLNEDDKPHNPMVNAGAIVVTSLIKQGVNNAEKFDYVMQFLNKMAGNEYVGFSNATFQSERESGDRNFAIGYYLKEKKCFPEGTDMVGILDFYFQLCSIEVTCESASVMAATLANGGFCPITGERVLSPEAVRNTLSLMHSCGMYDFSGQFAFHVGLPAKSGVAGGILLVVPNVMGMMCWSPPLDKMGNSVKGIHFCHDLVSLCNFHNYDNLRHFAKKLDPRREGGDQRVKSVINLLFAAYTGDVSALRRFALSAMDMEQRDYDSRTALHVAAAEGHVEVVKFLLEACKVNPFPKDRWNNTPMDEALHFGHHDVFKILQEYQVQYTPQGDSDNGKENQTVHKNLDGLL
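Read-out is an Amplex red fluorescence increase coupled through glutamate oxidase and HRP, measured before and after 30 min room-temperature incubation. hKGA is in 45 mM KH2PO4 (pH 8.2) with 0.02% Tween-20; glutamine added as 1mM solution.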
TrxR1 inh = inhibitors of rat thioredoxin reductase 1; AID 588453; O89049; recombinant rTrxR1, NADPH fluorescence consumption, selenite substrate; 390,000 tested, 1% active; Potency, µM (series often up to 114 µM), for the others: top-dose activity change, negative = inhibition, usual class: inhibitors; also: % is scaled to controls: 0 for no effect and ±100 for the full control effect; nearly all actives have a fitted effect of over 65% in size
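Rat TrxR1 (90 nM in the dispensed reagent) was pre-reduced with 400 uM NADPH for 5 min at room temperature, then incubated with compound for 15 min. After 400 uM selenite was added, NADPH fluorescence (Ex 340/Em 450 nm) was followed for 8 min.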
ERG-DNA inh = ERG Ets/DNA interaction inhibition | 370,000 tested, 0.028% active | AID 624246 | fluorescence polarization, His-ERG Ets domain / labelled DNA | Potency, µM (doses to about 76.9 µM), for inactives: at the highest dose FP activity, negative = inhibition, actives largely listed as inhibitors | P11308; active = well fitted inhibition curve with a large enough effect in the polarisation, with a control signal flat; inconclusive = small, poorly fitted or top-dose-only effect, or effect the other way, or a change in a side signal; inactive = no such curve, though single readings can be large or run the other way; the % refers to the polarisation;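 also: polarization taken with two DNA probes labelled with fluorescein and Texas red; % of control where 0% means no effect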
Target sequence (P11308 whole entry, looked up, the tested form may be a part): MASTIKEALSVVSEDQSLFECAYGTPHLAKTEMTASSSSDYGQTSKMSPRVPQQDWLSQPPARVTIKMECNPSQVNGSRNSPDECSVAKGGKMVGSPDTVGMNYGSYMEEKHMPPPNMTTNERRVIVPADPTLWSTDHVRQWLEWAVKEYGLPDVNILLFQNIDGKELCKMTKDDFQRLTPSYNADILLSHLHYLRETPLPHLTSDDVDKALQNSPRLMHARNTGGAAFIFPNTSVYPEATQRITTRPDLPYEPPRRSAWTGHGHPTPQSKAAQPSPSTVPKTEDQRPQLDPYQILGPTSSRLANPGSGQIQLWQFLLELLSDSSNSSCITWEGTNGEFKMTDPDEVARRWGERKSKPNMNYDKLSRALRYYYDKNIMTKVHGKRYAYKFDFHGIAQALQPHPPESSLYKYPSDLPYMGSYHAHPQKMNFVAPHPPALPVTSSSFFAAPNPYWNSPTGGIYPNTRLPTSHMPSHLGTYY
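His-tagged ERG Ets domain (1 uM in the protein solution; 300mM KCl, 50mM Tris-HCl, 1mM EDTA, 1mM DTT, pH 7.5) received compound, then a probe mix of 5 nM fluorescein-DNA and 100nM Texas-615-DNA. Fluorescence polarization was read for both dyes.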
RGS4 inhibitor = human RGS4 inhibition | Potency, µM (top dose mostly 114 µM), without a hit: top-dose activity change, negative = inhibition, most hits filed as inhibitors | AID 504845 | 390,000 tested, 0.039% active | Transcreener GDP fluorescence polarization, RGS4-accelerated GTP hydrolysis | P49798; also: % is scaled to controls: 0 for no effect and ±100 for the full control effect; nearly all actives have a fitted effect of over 75% in size; some results filed as inactive show a strong effect at the top dose
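MLSMR compounds (23 nl, pin-transferred) preincubated 10 min at room temperature with a 500nM (2x) first reagent, then RGS4 at 900nM (2x) plus Transcreener GDP mix added; fluorescence polarization (620/688 nm) read before and after 90 min at 30 °C.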
* hit, by the source's call; i = inactive; ? = inconclusive; . = no result given; [ ] = dose if it differs, or a comment. Unless noted, calls follow the shape of the dose curve; as a rule, active = well fitted curve in the direction sought with a large enough effect; inconclusive = small, poorly fitted or top-dose-only effect, or another doubt; inactive = no such curve, though single readings can be large; an effect the other way counts as inactive or inconclusive. Potency is read from the fitted curve at half-maximal effect.

Below each SMILES – Pin1 inhibitor	ALOX12 inh	PGK inhibitor	HP1b chromo inh	JMJD2A Tudor	GLS inh	TrxR1 inh	ERG-DNA inh	RGS4 inhibitor
> O=C(COC(=O)Cc1ccsc1)Nc1cccc(F)c1
→ 1%	2%	-2%	33%	-14%	-1%	15%	5%	-13%
> CC(=O)/C(=N\Nc1ccccc1)Sc1nncn1C
→ 3%	?	1%	18%	20µM*	13%	-8%	7%	-8%
> COc1ccccc1CN1C[C@@H]2C[C@@H](C3=Cc4cccc(OC)c4OC3)N3CCC[C@@]23C1=O
→ -1%	-6%	i	-11%	-29%	-5%	16%[57.1 µM]	-5%	-3%
> O=C(NC(=S)Nc1cccc(CO)c1)c1ccc(-c2ccccc2)cc1
→ -1%	?	-8%	-3%	-16%	-3%	?	4%	-38%
> CN(CC12CC3CC(CC(C3)C1)C2)C(=O)c1ccco1
→ -2%	7%	i	31%	-7%	-1%	-2%	3%	-21%
> COC(=O)c1c(NC(=O)COc2cccc(C(F)(F)F)c2)sc2c1CCCC2
→ 0%	-21%	-7%	0%	-5%	-3%	5%	-2%	?
> COc1cccc(C(=O)NNC(=O)CCc2ccccc2)c1
→ -9%	6%	-5%	-15%	-15%	0%	9%[57.1 µM]	-2%	?
> O=S(=O)(c1ccc(Br)cc1)N1CCn2cccc2C1c1ccc(Br)cc1 (stereo unspecified)
→ 9%	-32%	-5%	9%	-17%	-5%	24%[57.1 µM]	3%	-9%
> CCOc1ccc(/C=C2\SC(=S)N(CCC(=O)Nc3ccccc3C(=O)O)C2=O)cc1
→ 10%	-10%	2%	2%	-24%	10%	7%	-1%	-28%
> COC(=O)c1cccc(NC(=O)c2ccc3c(c2)C(=O)N(Cc2cccnc2)C3=O)c1
→ ?	3%	9%	35%	-11%	4%	10%	6%	24%
> O=C(N/N=C/c1c[nH]c2ccccc12)C1CC1(c1ccccc1)c1ccccc1 (stereo unspecified)
→ 1%	-6%	-6%	10%	-11%	-4%	-15%	6%	-25%
> COc1cc(OC)cc(C(=O)NC(=S)Nc2ccc3oc(=O)ccc3c2)c1
→ 3%	-6%	-6%	-5%	?	-3%	20%[57.1 µM]	5%	-44%[56.9 µM]
> CC(=O)Nc1ccc(C(=O)OCC(=O)NC(=O)NC(C)(C)C)cc1
→ 4%	-21%	3%	11%	0%	-1%	7%	0%	17%
> CC1(/[N+]([O-])=C/c2ccc(Cl)cc2Cl)CCCCC1=O (stereo unspecified)
→ 7%	0%	1%	9%	-10%	-5%	4%[57.1 µM]	3%	16%
> O=C1N=C(N2CCN(c3ccccc3)CC2)SC1Cc1ccccc1 (stereo unspecified)
→ -1%	-17%	12%	4%	?	-5%	-2%	-4%	4%
> NS(=O)(=O)c1ccc(NC(=S)NCc2ccc(F)cc2)cc1
→ -2%	?	-8%	-17%	-13%	4%	?	9%	-31%
> COCCCNC(=O)Cn1nc(N2CCN(c3ccccc3)CC2)ccc1=O
→ 8%	-14%	i	52%[activator]	-13%	23%	4%[57.1 µM]	1%	21%
> COc1ccc(Cc2nc3ccc(C(=O)N4CCCC4)cc3o2)cc1OC
→ -3%	-29%	-1%	29%	3%	-4%	-5%	-17%	-1%
> O=c1/c(=C\c2cccc(O)c2)sc2nc(-c3ccccc3)c(-c3ccccc3)n12
→ 4%	-18%	i	2%	-27%	-1%	16%	10%	-16%
> COc1ccc(OC)c(NC(=O)C2CCC(CNc3c(N4CCC(C)CC4)c(=O)c3=O)CC2)c1 (stereo unspecified)
→ 1%	9%[57.4 µM]	3%	21%	-33%	24%	4%	11%	20%
> O=C(Cn1cc(S(=O)(=O)Cc2ccc([N+](=O)[O-])cc2)c2ccccc21)N1CCOCC1
→ -6%	?	i	40%	-24%	0%	1%	4%	-36%
> COC(C/C=C/C(=O)COCc1ccccc1)OC
→ 0%	-3%	i	22%	-10%	-1%	?	5%	-21%
> Cn1nc(C(F)(F)F)cc1C(=O)NC1CCCCCC1
→ 2%	21%	2%	27%	-7%	4%	15%	7%	3%
> O=C(NCc1ccc(Cl)cc1)C1CCCN(c2nc3ccccc3n3cccc23)C1 (stereo unspecified)
→ 4%	0%	-8%	50%	-20%	7%	17%	-1%	6%
> O=C(Nc1ccccc1Cl)C1CCN(Cc2cnn(-c3ccccc3)c2-n2cccc2)CC1
→ 8%	-6%	-7%	-5%	-36%	1%	6%[57.1 µM]	-8%	-15%
> CN(CC(=O)Nc1c(Cl)cccc1Cl)C(=O)C1CCN(C(=O)Nc2ccccc2)CC1
→ 3%	8%	-4%	27%	1%	-1%	-19%	-5%	-15%
> CCOC(=O)N1C(=O)[C@@](CC)(c2ccccc2)N1C(=O)OCC
→ 6%	.	5%	58%[activator]	1%	2%	2.2µM*	-1%	-34%
> COc1ccc(-c2noc(-c3ccco3)n2)cc1OC
→ 2%	0%	-5%	45%	-6%	-7%	-12%	-2%	-18%
> CSC1=N/C(=C\c2cccnc2)C(=O)N1c1ccccc1
→ -10%	-28%	-9%	44%[activator]	5%	7%	5%[57.1 µM]	-8%	-21%
> c1coc(Cn2nnnc2CN2CCN(C3CCCCC3)CC2)c1
→ 0%	0%	-6%	32%	-11%	1%	?	-3%	-13%
> COC(=O)c1ccccc1NC(=O)c1nn(-c2ccc(OC)cc2)c(=O)c2c1c1ccccc1n2C
→ -3%	-18%	.	22%	-14%	13%	10%	?	7%
> CN1C(=O)C(=C2CCCCCC2)SC1=S
→ -6%	?	-11%	75%	1%	-5%	17%[57.1 µM]	-9%	?
> O=C(COC(=O)/C=C/c1ccc(OC(F)F)cc1)NC1CCCCCCC1
→ -3%	2%	-9%	22%	-3%	-14%	10%	3%	-23%
> CC1(C)CC(=O)C2=C(C1)Oc1ncn(CCCO)c(=N)c1C2c1ccccc1 (stereo unspecified)
→ -5%	0%[57.4 µM]	i	5%	0%	-7%	1%[57.1 µM]	3%	6%
> COC1CCCCC1NS(=O)(=O)c1ccc(Cl)cc1 (stereo unspecified)
→ -1%	-1%	-4%	51%[activator]	-15%	1%	17%	4%	18%
> CC(C)(O)C#Cc1ccc(C(=O)NC(CCCNC(N)=O)C(=O)O)s1 (stereo unspecified)
→ -4%	1%	6%	48%[activator]	9%	0%	25%[57.1 µM]	-6%	24%
> CCOc1ccc(-c2nn3c(-c4ccccc4)nnc3s2)cc1
→ 0%	-17%	-3%	?	-13%	2%	46%[activator]	1%	-36%
> O=C1OC(N2CCN(C(=O)c3ccco3)CC2)c2ccccc21 (stereo unspecified)
→ 0%	10%	-1%	41%[activator]	-6%	3%	-36%	6%	-14%
> COc1ccc(NC(=O)Nc2ccccc2C(N)=O)cc1
→ 2%	7%	.	30%	-13%	0%	30%	-8%	-7%
> COc1cccc(CNC(=O)c2ccc(NS(=O)(=O)c3ccc4[nH]c(=O)[nH]c4c3)cc2)c1
→ 2%	?	1%	25%	-15%	15%	7%	1%	6%

Fetched by compound from above, 3 records:
Below each SMILES – Pin1 inhibitor	ALOX12 inh	PGK inhibitor	HP1b chromo inh	JMJD2A Tudor	GLS inh	TrxR1 inh	ERG-DNA inh	RGS4 inhibitor
> CC1(C)CC(=O)C2=C(C1)Oc1ncn(CCCO)c(=N)c1C2c1ccccc1 (stereo unspecified)
→ -5%	0%[57.4 µM]	i	5%	0%	-7%	1%[57.1 µM]	3%	6%
> O=C(COC(=O)/C=C/c1ccc(OC(F)F)cc1)NC1CCCCCCC1
→ -3%	2%	-9%	22%	-3%	-14%	10%	3%	-23%
> O=C1OC(N2CCN(C(=O)c3ccco3)CC2)c2ccccc21 (stereo unspecified)
→ 0%	10%	-1%	41%[activator]	-6%	3%	-36%	6%	-14%

Continued:
Below each SMILES – Pin1 inhibitor	ALOX12 inh	PGK inhibitor	HP1b chromo inh	JMJD2A Tudor	GLS inh	TrxR1 inh	ERG-DNA inh	RGS4 inhibitor
> Cc1noc(C)c1C(=O)Nc1nc2ccccc2s1
→ 7%	-4%	-19%	45%[activator]	0%	-7%	4%[57.1 µM]	7%	-10%
> O=C(Cc1c(Cl)cccc1Cl)OCc1ccccn1
→ -2%	-11%	-8%	17%	15%	0%	19%	-1%	21%
> O=C(Cn1nc(Br)nc1Br)c1ccccc1
→ 3%	5%	-2%	34%	3%	0%	-6%[57.1 µM]	11%	28%
> Cc1cccc(NC(=S)NCc2ccc(F)cc2)c1C
→ -7%	?	-3%	34%	-17%	-7%	21%[57.1 µM]	-20%	12%
> COCCN1CCc2c(C)nc3c(-c4ccc(OC)c(OC)c4)cnn3c21
→ -4%	0%	-1%	34%	-7%	-7%	-19%	0%	2%
> COc1ccc2nc(SC)c(C#N)cc2c1
→ 1%	1%	i	27%	-13%	5%	23%[57.1 µM]	11%	11%
> Cc1cccc(OCC(=O)N/N=C/c2ccccc2C(=O)O)c1
→ 1%	3%	11%	-4%	-21%	2%	9%[57.1 µM]	3%	-34%
> C/C(=N\NC(=O)CC#N)C1COc2ccccc2O1 (stereo unspecified)
→ -2%	-10%	5%	-1%	?	-4%	5%[57.1 µM]	-2%	?
> Cc1sc(NC(=O)CCC(=O)O)c(C#N)c1C
→ -3%	?	-8%	35%	-15%	10%	12%[11.4 µM]	-4%	-13%[56.9 µM]
> O=C(CCn1nc(-c2ccccc2)ccc1=O)N1CCOCC1
→ 3%	-3%	-10%	30%	4%	-17%	2%	1%	-17%
> Cc1ccc(NC(=O)c2cccc(C(=O)Nc3ccc(C)cc3C(=O)O)c2)c(C(=O)O)c1
→ ?	?	6%	45%[activator]	-5%	?	?	-7%	-19%[56.9 µM]

The list is partial; count on the stated rates, not on these rows.
